# sgs1 mgt1: NCI yeast anticancer drug screen, S. cerevisiae sgs1 mgt1 strain; 78,000 tested, 10% active; growth inhibition, % at 50 µM;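 note: 0% = growth of vehicle-only cultures of the same strain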
#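 Read-out: growth inhibition vs vehicle controls. Cells: mutant yeast strain deficient in DNA damage repair.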
# bub3: NCI yeast anticancer drug screen, S. cerevisiae bub3 mutant strain; AID 167; growth inhibition, % at 50 µM; 78,000 tested, 9.9% active;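 note: 0% = growth of vehicle-only cultures of the same strain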
#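 Yeast carrying a defined mutation is treated with each compound, and growth is compared with that of vehicle-exposed cells to give inhibition.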
# yeast mec2-1: NCI yeast anticancer drug screen, S. cerevisiae mec2-1 strain. growth inhibition, % at 50 µM. 79,000 tested, 9% active;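 note: 0% = growth of vehicle-only cultures of the same strain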
#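 Each compound was tested on mec2-1 yeast, a strain altered in DNA damage repair or cell cycle control. Growth inhibition is reported relative to vehicle.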
# yeast rad50: NCI yeast anticancer drug screen, S. cerevisiae rad50 strain; 79,000 tested, 10% active; growth inhibition, % at 50 µM;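 note: 0% = growth of vehicle-only cultures of the same strain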
#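 Yeast carrying a defined DNA repair defect were exposed to test compounds, and growth was compared with vehicle-treated controls to give percent inhibition.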
# mlh1 rad18: NCI yeast anticancer drug screen, S. cerevisiae mlh1 rad18 strain | growth inhibition, % at 50 µM | 79,000 tested, 11% active;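 note: 0% = growth of vehicle-only cultures of the same strain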
#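 Growth inhibition of the yeast strain was measured after compound exposure and expressed relative to vehicle-treated controls. The strain carries defined defects in DNA damage repair.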
# cln2 rad14: NCI yeast anticancer drug screen, S. cerevisiae cln2 rad14 strain; 78,000 tested, 8.3% active; % growth inhibition at 50 µM;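 note: 0% = growth of vehicle-only cultures of the same strain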
#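 Strain: cln2 rad14 yeast, altered in cell cycle control and DNA damage repair. Read-out: growth inhibition vs vehicle.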
# Starred values were filed as active, the others as inactive. Cut-off read from the data, not from the text of the source: active = growth inhibition above about 70%; inactive = the rest.
item	Molecule	sgs1 mgt1	bub3	yeast mec2-1
1	COc1ccc(-c2csc3c2-n2cccc2C3=O)cc1	-6	13	-24
2	COc1ccc2c(ccc3nc(C)[nH]c(=O)c32)c1	3	-11	-5
3	CC(=O)[O-].[Mn+3].[O-]c1ccccc1C=NCCNCCN=Cc1ccccc1[O-]	50	8	8
4	NC(=S)NN=C1/C(=N\O)CCC/C1=N/O	45	44	43
5	C=C1C(=O)OC2C1CCC(C)C1(CCC(=O)O1)C2(C)O (stereo not drawn)	-8	-19	31
6	Ic1ccc2c(c1)N(c1ccccc1)c1cc(N=c3ccc4nc5ccc(I)cc5n(-c5ccccc5)c-4c3)ccc1N2	76*	97*	94*
7	CC#CCCC(=O)OCCC	2	12	-28
8	O=C(O)c1c[nH]c2c(=O)[nH]cnc12	30	16	2
9	COc1nsc2ccc(C(C)C(N)=O)cc12 (stereo not drawn)	-9	-2	4
10	Cc1ccc(S(=O)(=O)N/N=C/C(Br)=C(/Br)C(=O)O)cc1	63	64	44

item	yeast rad50	mlh1 rad18	cln2 rad14
1	7	-6	-28
2	5	-6	-30
3	18	51	-7
4	31	18	13
5	-7	-9	-11
6	82*	94*	92*
7	1	-24	-17
8	28	28	19
9	-35	-4	-22
10	58	92*	25

# New compounds follow.
item	Molecule	sgs1 mgt1	bub3	yeast mec2-1
11	CN1C(=O)C(O)(CC(=O)c2ccccc2)c2ccccc21 (stereo not drawn)	3	23	18
12	CCOc1ccccc1F	8	4	-20
13	CCOC(=O)c1c[nH]c2oc(/C=N/N3CC(CN4CCOCC4)OC3=O)cc2c1=O (stereo not drawn)	-12	-24	-6
14	CCC(=NCCCCCCN=C(CC)c1cc(C)cc([N+](=O)[O-])c1O)c1cc(C)cc([N+](=O)[O-])c1O.[Fe]	72*	72*	72*
15	CC(=O)Oc1ccc([N+](=O)[O-])cc1	27	-1	13
16	CC(C)(CO)NCC(C)(C)[N+](=O)[O-]	15	7	2
17	O=C(NC(=S)Nc1ccc(CCO)cc1)c1cccc([N+](=O)[O-])c1	12	21	8
18	S=c1nc[nH]c2c1CN(Cc1ccccc1)CC2	5	-5	-2
19	Cc1cccc(CO)c1NC(=O)NCCCl	-5	-18	-12
20	CCC/C=N\NS(=O)(=O)c1ccc(NC(C)=O)cc1	12	-44	-28

item	yeast rad50	mlh1 rad18	cln2 rad14
11	0	-6	-24
12	18	10	8
13	20	-28	-4
14	81*	81*	70*
15	17	34	-18
16	8	7	-9
17	5	11	6
18	-44	-7	-23
19	0	3	-32
20	5	27	13

# Nothing new here: an excerpt of the list.
item	Molecule	sgs1 mgt1	bub3	yeast mec2-1
1	COc1ccc(-c2csc3c2-n2cccc2C3=O)cc1	-6	13	-24
2	COc1ccc2c(ccc3nc(C)[nH]c(=O)c32)c1	3	-11	-5
3	CC(=O)[O-].[Mn+3].[O-]c1ccccc1C=NCCNCCN=Cc1ccccc1[O-]	50	8	8
4	NC(=S)NN=C1/C(=N\O)CCC/C1=N/O	45	44	43
5	C=C1C(=O)OC2C1CCC(C)C1(CCC(=O)O1)C2(C)O (stereo not drawn)	-8	-19	31
6	Ic1ccc2c(c1)N(c1ccccc1)c1cc(N=c3ccc4nc5ccc(I)cc5n(-c5ccccc5)c-4c3)ccc1N2	76*	97*	94*
7	CC#CCCC(=O)OCCC	2	12	-28
8	O=C(O)c1c[nH]c2c(=O)[nH]cnc12	30	16	2
9	COc1nsc2ccc(C(C)C(N)=O)cc12 (stereo not drawn)	-9	-2	4
10	Cc1ccc(S(=O)(=O)N/N=C/C(Br)=C(/Br)C(=O)O)cc1	63	64	44
11	CN1C(=O)C(O)(CC(=O)c2ccccc2)c2ccccc21 (stereo not drawn)	3	23	18
12	CCOc1ccccc1F	8	4	-20

item	yeast rad50	mlh1 rad18	cln2 rad14
1	7	-6	-28
2	5	-6	-30
3	18	51	-7
4	31	18	13
5	-7	-9	-11
6	82*	94*	92*
7	1	-24	-17
8	28	28	19
9	-35	-4	-22
10	58	92*	25
11	0	-6	-24
12	18	10	8

item	Molecule	sgs1 mgt1	bub3	yeast mec2-1
13	CCOC(=O)c1c[nH]c2oc(/C=N/N3CC(CN4CCOCC4)OC3=O)cc2c1=O (stereo not drawn)	-12	-24	-6
14	CCC(=NCCCCCCN=C(CC)c1cc(C)cc([N+](=O)[O-])c1O)c1cc(C)cc([N+](=O)[O-])c1O.[Fe]	72*	72*	72*
15	CC(=O)Oc1ccc([N+](=O)[O-])cc1	27	-1	13
16	CC(C)(CO)NCC(C)(C)[N+](=O)[O-]	15	7	2
17	O=C(NC(=S)Nc1ccc(CCO)cc1)c1cccc([N+](=O)[O-])c1	12	21	8
18	S=c1nc[nH]c2c1CN(Cc1ccccc1)CC2	5	-5	-2

item	yeast rad50	mlh1 rad18	cln2 rad14
13	20	-28	-4
14	81*	81*	70*
15	17	34	-18
16	8	7	-9
17	5	11	6
18	-44	-7	-23

# Continuation:
item	Molecule	sgs1 mgt1	bub3	yeast mec2-1
21	Nn1c(-c2ccccc2Cl)nc2ccccc2c1=O	11	-3	-7
22	O=C(c1ccc(Cl)cc1)c1cnc(Nc2ccccc2Cl)s1	-49	-17	-41
23	COc1ccc(C2=C(c3ccc(OC)cc3)c3c(OC)cc(OC)cc3OC2)cc1	-4	2	2
24	N#CCCN(CCC#N)c1ccc(/C=C2\C(=O)N(c3ccc(S(=O)(=O)O)cc3)N=C2C(=O)O)cc1	-10	-1	-13
25	O=C(NCCNCCCNC(=O)c1cc(-c2ccccc2)nc2ccccc12)c1cccc(OCc2ccccc2)c1OCc1ccccc1	90*	89*	91*
26	O=c1c2ccccc2on1CN1CCN(Cn2oc3ccccc3c2=O)CC1	-8	-12	-11
27	Cc1ccc(-c2nc(C)c(C(=O)Nc3ccc(Cl)cc3)s2)cc1	-59	-12	-25
28	Cc1c(C)c2cc3ccc(Cl)cc3nc2c2ccccc12	3	3	-17
29	O=C1C=C(C2OC(CO)C(O)C2O)C(=O)N1 (stereo not drawn)	-3	-16	-14
30	Cc1ccc(-c2nc3ccc(Cl)cc3[nH]2)cc1	42	30	9

item	yeast rad50	mlh1 rad18	cln2 rad14
21	-20	23	16
22	-42	-26	-10
23	9	1	-10
24	0	10	5
25	86*	86*	88*
26	4	5	-13
27	-37	-66	3
28	-8	2	-22
29	-24	1	-3
30	-11	42	17

# (further entries)
item	Molecule	sgs1 mgt1	bub3	yeast mec2-1
31	N#CCN1CN(CC#N)CN(CC#N)C1	31	4	1
32	CN(C)CCCNC(=O)CCNC(=O)c1cc(NC(=O)c2cc(NC(=O)c3cc(NC(=O)c4nccn4C)cn3C)cn2C)cn1C	-17	-5	-23
33	O=C(O)/C=C\C(=O)Nc1ccc(C(=O)NCC(=O)O)cc1	-1	-12	-5
34	CCCCCC1NC(C)(C)CO1 (stereo not drawn)	-1	10	-3
35	Cc1nc(-c2ccccc2)ncc1C(O)CN(C)C (stereo not drawn)	5	-30	-6
36	Cc1cc(C)nc(N)n1	-2	-2	0
37	Cc1nc2ccc(N)cc2oc1=O	15	1	15
38	N#C/C(=C\C1CCCCC1Cl)C1CCC([N+](=O)[O-])CC1 (stereo not drawn)	17	33	5
39	O=S(=O)(c1ccccc1)N1CCCN(S(=O)(=O)c2ccccc2)CC1	2	3	0
40	COc1ccc(Nc2nc(NS(=O)(=O)c3cc(C)c(Cl)cc3S)n[nH]2)cc1	4	17	28

item	yeast rad50	mlh1 rad18	cln2 rad14
31	19	31	23
32	24	7	12
33	-23	-7	-21
34	1	11	2
35	-5	-7	2
36	0	10	-43
37	7	9	-29
38	13	18	-8
39	-12	1	3
40	23	-5	25

# (list continues)
item	Molecule	sgs1 mgt1	bub3	yeast mec2-1
41	Cc1cc(Cl)n2c(nc3ccccc32)c1C#N	99*	98*	98*
42	O=C(Nc1ccc(C(=O)Nc2ccc3c(O)cc(S(=O)(=O)O)cc3c2)cc1)c1ccccc1	26	1	-6
43	ClCC(OCc1ccccc1)OCc1ccccc1	-4	12	5
44	O=C(O)c1oc(C(=O)O)c(C(=O)O)c1C(=O)O	-19	-32	-38
45	COc1ccccc1Nc1nc(N)nc(N)c1N	5	-5	-4
46	Oc1cc2c(cc1-c1cc3c(cc1O)OCO3)OCO2	-5	-3	-15
47	O=C(O)c1cnc2cc(C(F)(F)F)ccc2c1Nc1ccc2c(c1)OCO2	-13	2	17
48	O=C(O)c1ccoc1-c1ccccc1	11	-8	-6
49	Cc1ccc(C)c(NC(=O)C2C(=O)C(=O)N(c3cc(C)ccc3C)C2=O)c1 (stereo not drawn)	-18	-1	-8
50	CNC(=O)NC(CCCCNC(=O)OCc1ccccc1)C(=O)OCc1ccccc1 (stereo not drawn)	25	9	1

item	yeast rad50	mlh1 rad18	cln2 rad14
41	98*	98*	97*
42	26	47	1
43	-22	17	-36
44	-15	8	-29
45	1	11	-4
46	-21	1	-41
47	7	-3	-9
48	13	22	-27
49	29	11	7
50	-17	8	-17

# (more compounds)
item	Molecule	sgs1 mgt1	bub3	yeast mec2-1
51	CCCOC(=O)c1ccccc1C=O	-19	-10	-4
52	O=C(Cc1ccccc1)Nc1ccc(Nc2ccccc2)cc1	16	30	35
53	Cn1c(=O)c2c(nc3n2C(CCl)CO3)n(C)c1=O (stereo not drawn)	8	34	13
54	CC(=O)OC/C=C1/CC[C@H]2[C@@H]3CCC4=CC(=O)[C@H](C)C[C@]4(C)[C@H]3[C@@H](O)C[C@]12C	4	-9	-2
55	CCN(CC)/[N+]([O-])=N/OCC(C)O (stereo not drawn)	-4	1	-3
56	O=C(NC1(C(=O)O)CCCC1)C(F)(F)F	-14	2	15
57	CCOC(=O)C(=CNc1ccccc1-n1cccc1)C(=O)OCC	23	19	-19
58	Cc1ccc(S(=O)(=O)Oc2ccccc2C(=O)O)cc1	-12	14	-15
59	O=C(Cl)c1ccc([N+](=O)[O-])cc1	-15	-7	15
60	O=C1c2ccccc2C(=O)N1CBr	18	-2	-14

item	yeast rad50	mlh1 rad18	cln2 rad14
51	-12	23	-50
52	-1	40	-9
53	41	32	10
54	-2	-22	2
55	18	-12	8
56	-14	-8	-25
57	2	6	4
58	-8	-14	-55
59	10	19	54
60	4	15	1

# The results go on.
item	Molecule	sgs1 mgt1	bub3	yeast mec2-1
61	COC1=C(C)C2CC(OC)OC3CC4CCCCC4(C)C(C1=O)C32C (stereo not drawn)	1	-3	-3
62	Cc1n[nH]c(=O)n(/N=C/c2ccc(N(C)C)cc2)c1=O	-21	-33	-18
63	CC1=C(C)SC(=C2Sc3c(n(C)c(=O)n(C)c3=O)S2)S1	-18	-22	-39
64	N#C/C(=C\c1cccc(N)c1)c1ccccc1	74*	88*	58
65	CN(CCC#N)C1=CCCC1	-2	-27	3
66	O=C1C(=S)Nc2cccc(F)c21	33	44	45
67	CCCCCC(=O)OCCOCCOC	30	2	-3
68	c1ccc2nc(N=Nc3cnc4ccccc4n3)cnc2c1	-1	-39	3
69	O=C1NCCCC1O (stereo not drawn)	8	-6	-16
70	CCC(C)c1cc([N+](=O)[O-])cc([N+](=O)[O-])c1SC(=O)N(C)C (stereo not drawn)	12	3	0

item	yeast rad50	mlh1 rad18	cln2 rad14
61	8	-4	47
62	4	9	16
63	-49	-8	5
64	45	80*	30
65	2	7	-14
66	38	33	-4
67	34	29	0
68	-11	-18	-21
69	0	-3	5
70	20	0	22

# Remaining list, next part.
item	Molecule	sgs1 mgt1	bub3	yeast mec2-1
71	O=C1CCSC(=S)N1c1ccccc1	24	-5	5
72	COC(=O)N1c2ccccc2N(C(=O)OC)c2c1oc1ccccc1c2=O	34	26	13
73	O=[N+]([O-])c1cc(F)cc(F)c1Nc1ccccc1	2	0	-11
74	CCCCCCC(CO)CCCC (stereo not drawn)	21	-8	-3
75	CC(=O)CC(=O)N(Cc1cccnc1)Cc1cccnc1	1	-32	-23
76	C/C(=N/NS(=O)(=O)c1ccc(N)cc1)c1ccccc1	1	-41	-15
77	O/N=c1\ncn(O)c2nc[nH]c12	-14	-11	3
78	COC1(OC)C2(Cl)C(Cl)=C(Cl)C1(Cl)C1C=CC=CC12 (stereo not drawn)	-14	-19	-14
79	C=C(C)COc1cc(NC(=S)OC(C)C)ccc1Cl	90*	88*	84*
80	COc1ccc(CC(=O)c2ccc(O)cc2O)cc1	55	77*	42
81	CN(C)c1ccc(/C=C(\NC(=O)c2ccccc2)c2nc3ccccc3c(=O)o2)cc1	4	-16	10
82	CCCCc1ccc(C(=O)c2ccccc2)c2c1C(=O)c1ccccc1C2=O	14	25	16

item	yeast rad50	mlh1 rad18	cln2 rad14
71	38	27	-32
72	38	32	7
73	3	18	3
74	27	14	7
75	-3	-3	10
76	10	-18	16
77	-10	11	-43
78	-20	-35	6
79	52	84*	88*
80	49	53	52
81	8	-9	12
82	15	27	20

# Assay outcomes: PubChem BioAssay, NCI
